# KCC2 mod: KCC2 cotransporter modulators, thallium flux, primary screen, cell-based, HEK293 KCC2, FluoZin-2 fluorescence, MLSMR. 190,000 compounds, 2.2% hits. B-score of Tl+ flux slope (higher = more flux/activation; lower = inhibition) at 10 µM. KCC2 cells, thallium flux FluoZin-2 fluorescence. Solute carrier family 12 member 5 (Homo sapiens), Q9H2X9;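 active means thallium flux slope and its plate-corrected score both differing from the plate sample mean at a set confidence after two filtering rounds, in either direction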;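 further: slope of fluorescence scaled to starting intensity during 10 to 20 s after thallium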
# PERK inhibitor: block of dimerizer-induced PERK translation repression, primary screen, PERK inhibitor project, CHO PERK-DD cells, SEAP luminescence, HTS; AID 1416, 2008; CHO PERK-DD fusion, SEAP luminescence translation reporter; Eukaryotic translation initiation factor 2-alpha kinase 3 (Homo sapiens), Q9NZJ5; 220,000 compounds, 0.17% hits; inhibition, % at 5.6 µM;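 active means inhibition above the mean inhibition of all tested compounds plus 3 SD, set separately per screening campaign, cut at about 2.9% in these data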;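 further: PERK kinase domain activated by AP20187 dimerizer at 100 nM; 0% = DMSO with dimerizer and 100% = rapamycin at 8.4 µM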
# m-calpain inh: inhibitors of pig calpain II, primary screen, biochemical, fluorogenic peptide substrate, 1536-well. AID 1236, 2008. 220,000 compounds, 0.37% hits. inhibition, % at 16 µM. purified calpain II, 30 min;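 active means inhibition above about 50%, limit read from the data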
# L929 necroptosis: inhibitors of zVAD-triggered necroptosis, primary screen, L929 cells; L929 zVAD necroptosis rescue, ATP luminescence, 24 h; with zVAD 60 µM; viability rescue, % at 10 µM; 220,000 compounds, 0.38% hits;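 active means activation, scaled between plate controls, above about 75%, limit read from the data; inactive means activation under that limit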;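 further: 0% = zVAD with DMSO and 100% = DMSO alone without zVAD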
# eIF4E 4G PPI: eIF4E–eIF4G protein interaction inhibitors, primary screen, biochemical, uHTS, TR-FRET, eIF4GI fragment; inhibition, % at 21.7 µM; TR-FRET eIF4E-eIF4GI(517-606) binding, 2 h; 220,000 compounds, 0.37% hits; AID 782, 2007;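 active means inhibition above about 30%, limit read from the data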;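 further: 0% = full FRET control wells and 100% = background wells lacking eIF4GI fragment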
# Rad51 HR inh: human RAD51 strand exchange inhibitors, primary screen, biochemical, fluorescence; hRad51 DNA strand exchange, fluorescence dequenching; inhibition, % at 10 µM; 200,000 compounds, 0.085% hits; AID 1385, 2008;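 active means inhibition above 40% at the single screening dose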;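 further: 0% = DMSO control wells and 100% = blanks with heterologous ssDNA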
#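 Material: Human Rad51 nucleoprotein filaments preassembled on unlabelled ssDNA | Also added: Labelled 47-mer dsDNA for strand exchange | Dosing: Single dose, 10 µM final compound | Schedule: 30-min compound preincubation and 15-min exchange, both room temperature | Technique: Fluorescence dequenching at 485/520 nm | Measure: Percent inhibition relative to plate controls and blanks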
# EBV gp42 inh: Epstein-Barr virus gp42 inhibitors, primary screen, biochemical, uHTS, fluorescence polarization | inhibition, % (tested at 21.74 µM) | 220,000 compounds, 0.42% hits | Fluorescence polarization binding assay, mP read-out | AID 1085, 2008; in the data active means inhibition above about 50%
# TNF death inh: inhibitors of TNF-alpha triggered necroptosis, primary screen, cell-based, Jurkat FADD-/-, single concentration. Jurkat FADD-/- TNF necroptosis rescue, ATP luminescence, 24 h; 0 = TNF only, 100 = no-TNF cells. activation (protection from cell death), % at 10 µM. 220,000 compounds, 0.068% hits. AID 463075, 2010;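 active means activation, meaning protection from cell death, of at least 50% relative to plate controls; inactive means activation below 50%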;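 further: necroptosis triggered by 40 ng/mL TNF-alpha added together with compound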
# MDM2 E3 inh: MDM2-luciferase reporter signal enhancers, primary screen, MDM2 E3 ligase inhibitor project, cell-based, luminescence, 1536-well | 210,000 compounds, 0.11% hits | signal enhancement, % at 5 µM | E3 ubiquitin-protein ligase Mdm2 (Homo sapiens), Q00987 | cell-based MDM2 ubiquitination luciferase reporter, 2 h; 0 = plate control, 100 = twice control, blank-subtracted;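 active means signal enhancement of 30% or more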;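 further: luminescence tracks abundance of the self-degrading MDM2-luciferase fusion protein; higher signal means inhibition of MDM2 E3 ligase activity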
#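 system = mammalian cells stably expressing self-ubiquitinating, self-degrading MDM2 E3–luciferase fusion | quantity = 2000 cells per well seeded | incubation = 4 h cell settling then 2 h compound exposure, 37 °C | signal = SteadyLite luminescence, 15 min reagent step | benchmarks = plate control and blank wells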
# Starred values were filed as active, the others as inactive; i = inactive; / = no result given; & = joins results of further samples; ! = not active in a repeat; [ ] = dose if it differs, or a comment.
SMILES,KCC2 mod,PERK inhibitor,m-calpain inh,L929 necroptosis,eIF4E 4G PPI,Rad51 HR inh,EBV gp42 inh,TNF death inh,MDM2 E3 inh
COc1cccc2sc(Nc3nc(-c4ccncc4)cs3)nc12,0.69,0.2,-30,6.8,6,/,4,-4.5,0
Cc1ccc(SCC(=O)n2nc(C)cc2C)cc1,0.19,-0.2,-9,-0.1,9,12,-20,0.3,-5
N#Cc1ccc(CSc2nnc(Nc3ccccc3)s2)cc1,0.022,2.1,6,-0.2,-1,-1,-18,-1.5,-45
Cc1cccc(N2CCN(Cc3cc(=O)n4ccsc4n3)CC2)c1C,-0.72,0.9,-19,0.2,-3,5,-13,-1.6,6
O=C(Oc1ccc([N+](=O)[O-])cc1)c1ccc(Cl)c(S(=O)(=O)N2CCCCC2)c1,-0.21,1.4,7,0.2,-3[fluorescence artefact?],2,-1,1.9,-9
CCOc1ccccc1CNc1nc2nc3c(c(=O)n2[nH]1)CCC3,/,1.2,-2,0.1,5,-1,-14,-0.8,2
COc1cc(Cc2ccc(N)c(OC)c2)ccc1N,0.00014,0.7,-21,/,1[fluorescence artefact?],/,2,-2.9,-1
OCCC1CN(Cc2cccc(OC3CCCC3)c2)CCN1Cc1ccsc1 (stereo unspecified),-0.074,0.4,-6,-0.2,0,27,-9,1.0,-9
Cc1sc(NC(=O)c2ccco2)c(C(Nc2ccccn2)c2ccccc2)c1C (stereo unspecified),1.5,0.0,-4,-0.1,-6,-8,-10,4.3,-9
Cc1ccc(S(=O)(=O)N2CCN(C(=O)N(C)C)CC2)cc1C,0.18,0.2,4,0.9,2,2,-16,0.1,-6
Cc1ccc(N(CN2CCCC2=O)C(=O)c2ccc(OC(C)C)cc2)cc1,/,-0.2,-6,0.0,3[fluorescence artefact?],-4,-2,-0.6,-7
Cc1cc(=O)[nH]c(SCC(=O)Nc2ccccc2[N+](=O)[O-])n1,0.081,0.6,-17,1.3,1,8,-4,-0.8,-17
COc1ccc(NC(=S)N(CCN(C)C)Cc2cccs2)cc1,0.05,-0.2,12,0.2,-5,3,-1,0.7,-8
O=C(COC(=O)c1cccnc1Cl)Nc1cc(S(=O)(=O)N2CCCCC2)ccc1Cl,0.32,0.2,22,-0.8,4,1,-6,-1.7,-8
Nc1ccc2nc(SCc3cccc(F)c3)sc2c1,-1,0.6,-14,0.7,-4,6,-4,-15,-7
CCn1c(SCCC(=O)Nc2ccccc2)nnc1-c1ccc(OC)cc1,-0.46,0.2,-8,-0.5,12,20,-7,0.5,-7
Cc1ccc(N2CCN(C(=S)c3ccc(-c4cccc([N+](=O)[O-])c4)o3)CC2)cc1,1.3,0.5,19,0.1,5,10,-7,-0.7,-16
CCOc1ccc(NC(=O)C(c2ccccn2)N(C(=O)CCl)c2ccc(F)cc2)cc1 (stereo unspecified),1.2,-0.4,-11,-0.3,24,-6,3,1.8,10
COc1ccc2c(c1OC)C(=O)N(c1ccc(C)cc1)C2=O,-0.16,2.2,-24,0.1,-2,-31,-3,0.2,13
CC[n+]1ccc(C)c2cc(SC(F)(F)F)ccc21,1,0.3,-42,2.7,6,-11,-22,-0.8,0
Cc1cccnc1CCNC(=O)CCc1nnc(CCc2ccccc2)o1,/,0.1,-5,0.0,2,10,-3,-1.5,-14
O=C(C1CCN(S(=O)(=O)c2ccc(-n3cnnn3)cc2)CC1)N1CCN(c2ccccc2)CC1,-0.48,-0.5,20,0.1,-3,-1,-8,-0.4,3
O=c1c2ccsc2ncn1Cc1cccc(C(F)(F)F)c1,/,1.3,4,-0.4,-4,-11,-6,11,-8
O=c1[nH]c(=S)[nH]c2sccc12,0.061,1.3,13,2.8,2,6,-7,-0.2,1
COc1ccc(N2CCN(C(=O)C3CCC(Cn4c(=S)[nH]c5ccccc5c4=O)CC3)CC2)cc1 (stereo unspecified),2.8*,-2.1,-143,-0.2,6,0,-23,-0.8,-8

# A few values from the entries so far:
# Result of `Cc1cc(=O)[nH]c(SCC(=O)Nc2ccccc2[N+](=O)[O-])n1` in MDM2 E3 inh: -17
# Result of `CCn1c(SCCC(=O)Nc2ccccc2)nnc1-c1ccc(OC)cc1` in EBV gp42 inh: -7

# Next compounds:
SMILES,KCC2 mod,PERK inhibitor,m-calpain inh,L929 necroptosis,eIF4E 4G PPI,Rad51 HR inh,EBV gp42 inh,TNF death inh,MDM2 E3 inh
O=C(NNC(=O)c1ccc([N+](=O)[O-])cc1Cl)c1ccncc1,0.88,0.7,-8,0.5,-1[fluorescence artefact?],-10,-6,1.3,-2
OC(CN1CCN(Cc2ccc3c(c2)OCO3)CC1)c1c[nH]c2ccccc12 (stereo unspecified),1.4,-0.5,1,1.1,-1,/,-24,2.4,-21
Cc1cc(OC(=O)c2c(F)cc(F)cc2F)nc(C)n1,-2,0.1,15,2.3,4,-7,5,0.5,-8
CC(C)OC(=O)c1nnc(-c2ccccc2)nc1OC(C)C,/,-0.3,5,0.8,/,3,-18,-6.1,-9
CS(=O)(=O)c1ccc(Cl)c(NC(=O)Cc2ccccc2F)c1,-0.18,-0.4,12,0.6,1,/,1,0.2,-10
CCOC(=O)/C(=C/C=C1\Sc2cc(C)c(C)cc2N1CC)C(C)=O,i,-1.2,-25,-1.6,0,i,-291,-1.2,-5
O=C(Nc1ccccc1)Nc1ccccn1,-0.5,0.0&-0.1,-33&4,77*!,3&-1,0&-10,-6&-4,1.4&3.4,-6&-9
O=C(NCCNS(=O)(=O)c1ccccc1Cl)c1cc(OCC(F)(F)F)ccc1OCC(F)(F)F,-0.95,-0.8,-14,-0.4,6,-10,-12,-2.8,-14
COc1ccc2cc(C(c3nnnn3C3CCCCC3)N3CCCCCC3)c3nnnn3c2c1 (stereo unspecified),-0.78,2.0,/,0.0,/,/,/,-0.7,/
CC(C)(C)c1cc(C(=O)N/N=C/c2ccc(O)cc2)n(-c2ccccc2)n1,-1.4,0.1,4,3.6,1,/,-5,-0.2,0
Nc1c(-c2ccc(F)cc2)cnn1C1CCS(=O)(=O)C1 (stereo unspecified),-1.5,1.2,-5,0.3,7[fluorescence artefact?],4,-8,0.5,-13
Cc1ccc(-n2c(CCc3ccccc3)nnc2SCC(=O)NCc2ccccc2)cc1C,/,-1.7,1,0.1,1,-2,3,0.0,-20
Cc1ccc(N(CN2C(=O)C3CC=CCC3C2=O)C(=O)c2ccco2)cc1Cl (stereo unspecified),0.85,1.0,6,-0.5,-2[fluorescence artefact?],6,-3,-2.2,8
O=C(Nc1cccc(-c2nnc(-c3ccccc3)o2)c1)c1ccc(Br)o1,/,0.5,3,0.1,-24,2,0,-1.7,-3
Fc1ccccc1Oc1nc(-c2ccncc2)nc2ccccc12,-0.19,0.8,-1,4.3,0,15,-3,0.6,-13
COc1ccc(NC(=O)CCSc2nnc(C)s2)cc1,-0.015,0.3,16,-0.2,-4,-2,-8,0.0,-14
Cc1cc(Cl)ccc1NNC(=O)CCc1ccccc1,-1.6,-0.6,11,0.2,2,-3,-1,1.4,-24
Cc1cccc(NC(=S)NC(NC(=O)OCc2ccccc2)C(Cl)(Cl)Cl)c1 (stereo unspecified),-0.092,1.4,-10,0.7,-1,-4,13,-2.0,-4
COC(=O)Cn1c(=NC(=O)CSCC(=O)Nc2cc(C)on2)sc2cc(C(=O)OC)ccc21,-1.1,0.7,4,-0.4,0,0,-11,-0.3,-17
CNC(=S)NNc1nc(C)cc(C)n1,0.32,-0.9,20,3.5,-3,5,5,-0.2,-9
COc1cccc(CN(Cc2ccco2)C(c2ccc(F)cc2)c2nnnn2C(C)(C)C)c1 (stereo unspecified),-0.074,-1.4,9,-0.3,-9,-12,-26,0.9,-12
Cc1ccc(NC(=O)c2cccc(S(=O)(=O)N(C)c3ccccc3)c2)cc1S(=O)(=O)N1CCOCC1,-1.1,0.1,-54,0.3,18,6,7,1.1,4
CCOc1ccc(CCNC(=O)COC(=O)c2cccc(OC)c2O)cc1OCC,0.31,-0.3,10,0.8,0,-6,-16,2.1,-1

# Record cards, as listed above. Values in the order: KCC2 mod	PERK inhibitor	m-calpain inh	L929 necroptosis	eIF4E 4G PPI	Rad51 HR inh	EBV gp42 inh	TNF death inh	MDM2 E3 inh
# CC[n+]1ccc(C)c2cc(SC(F)(F)F)ccc21 in the list: 1	0.3	-42	2.7	6	-11	-22	-0.8	0
# OCCC1CN(Cc2cccc(OC3CCCC3)c2)CCN1Cc1ccsc1 (stereo unspecified) in the list: -0.074	0.4	-6	-0.2	0	27	-9	1.0	-9

# Reprinted at random: 3 records from the list.
SMILES,KCC2 mod,PERK inhibitor,m-calpain inh,L929 necroptosis,eIF4E 4G PPI,Rad51 HR inh,EBV gp42 inh,TNF death inh,MDM2 E3 inh
OC(CN1CCN(Cc2ccc3c(c2)OCO3)CC1)c1c[nH]c2ccccc12 (stereo unspecified),1.4,-0.5,1,1.1,-1,/,-24,2.4,-21
COc1ccc(NC(=O)CCSc2nnc(C)s2)cc1,-0.015,0.3,16,-0.2,-4,-2,-8,0.0,-14
CCOC(=O)/C(=C/C=C1\Sc2cc(C)c(C)cc2N1CC)C(C)=O,i,-1.2,-25,-1.6,0,i,-291,-1.2,-5

# KCC2 mod, what is marked active above.
SMILES | KCC2 mod | PERK inhibitor | m-calpain inh | eIF4E 4G PPI | Rad51 HR inh | EBV gp42 inh
COc1ccc(N2CCN(C(=O)C3CCC(Cn4c(=S)[nH]c5ccccc5c4=O)CC3)CC2)cc1 (stereo unspecified) | 2.8* | -2.1 | -143 | 6 | 0 | -23
